PTK2B oligo ant = antagonists of human Pyk2 oligomerization. Q14289. Q293 cells, Pyk2 FERM NanoBiT luminescence; hits give low values. z-score (the deposit names both 25 µM and 10 µM). 0.83% of 99,000 active;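 active = Z-score of -3 or lower, scaled per plate to the spread of control and sample wells; inactive = z-score above -3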;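 also: negative z-score means lost luminescence so less FERM oligomerization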
Target sequence (Q14289 whole entry, looked up): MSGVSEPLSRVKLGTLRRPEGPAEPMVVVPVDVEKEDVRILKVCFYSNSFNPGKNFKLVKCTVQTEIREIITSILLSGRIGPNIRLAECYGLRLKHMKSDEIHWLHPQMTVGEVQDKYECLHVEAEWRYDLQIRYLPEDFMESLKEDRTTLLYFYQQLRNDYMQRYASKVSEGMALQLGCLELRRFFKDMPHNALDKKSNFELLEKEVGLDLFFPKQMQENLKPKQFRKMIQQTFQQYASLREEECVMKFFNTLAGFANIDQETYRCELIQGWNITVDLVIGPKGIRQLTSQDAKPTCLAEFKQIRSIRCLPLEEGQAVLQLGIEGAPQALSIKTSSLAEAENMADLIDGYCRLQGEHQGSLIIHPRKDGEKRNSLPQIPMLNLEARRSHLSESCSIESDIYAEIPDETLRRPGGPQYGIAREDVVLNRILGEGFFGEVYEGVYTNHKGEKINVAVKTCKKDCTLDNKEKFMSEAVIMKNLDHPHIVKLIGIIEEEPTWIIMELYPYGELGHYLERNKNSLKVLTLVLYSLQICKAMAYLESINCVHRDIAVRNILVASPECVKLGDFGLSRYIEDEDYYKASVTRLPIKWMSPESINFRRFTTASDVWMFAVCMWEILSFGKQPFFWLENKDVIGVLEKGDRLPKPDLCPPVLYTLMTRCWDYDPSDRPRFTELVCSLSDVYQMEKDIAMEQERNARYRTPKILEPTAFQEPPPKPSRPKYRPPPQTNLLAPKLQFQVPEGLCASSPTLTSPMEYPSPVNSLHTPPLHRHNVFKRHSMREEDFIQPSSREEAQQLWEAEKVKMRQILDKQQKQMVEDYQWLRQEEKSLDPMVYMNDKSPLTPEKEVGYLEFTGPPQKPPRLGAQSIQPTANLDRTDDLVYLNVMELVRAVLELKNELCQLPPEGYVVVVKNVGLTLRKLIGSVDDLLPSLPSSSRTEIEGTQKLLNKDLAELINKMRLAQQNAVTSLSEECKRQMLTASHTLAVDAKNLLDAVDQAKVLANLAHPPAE
* marks the source's active call; other numbers are inactive results. A portion of the library; rates above refer to the full screens.

PTK2B oligo ant,SMILES
0.21,COC(=O)C1=C(C)NC2=C(C(=O)CCC2)C1c1cccc(C)n1 (configuration not stated)
0.35,COc1ccc(Cl)cc1NC(=O)COC(=O)CCNC(C)=O
-1.1,Cc1ccc(NC(=O)c2c(-c3c(F)cccc3Cl)noc2C)cc1F
-0.58,C/C(=N\NC(=O)c1ccc(Cl)c(S(=O)(=O)Nc2ccccc2Cl)c1)c1ccncc1
-0.16,O=P(c1ccccc1)(c1ccccc1)N(c1ccccc1)c1ccccc1
-0.59,CCC(C)NC(=O)C1c2ccccc2C(=O)N1Cc1ccccc1OC (configuration not stated)
0.63,Cc1c(N=Cc2nc3ccccc3[nH]2)c(=O)n(-c2ccccc2)n1C
-0.15,C=CCn1c(SCC(=O)c2ccc(NS(=O)(=O)c3ccccc3)cc2)nnc1-c1cccs1
0.09,CC(=O)c1ccc(OCC(C)C)c(CC(C(N)=O)C(N)=O)c1
0.13,O=C(CCCNS(=O)(=O)c1ccccc1)NCc1ccco1
1.1,Cc1ccc(CNC(=O)CCS(=O)(=O)c2cccc3nonc23)cc1
0.13,Cc1c(C2N3CC4(C)CN2CC(C)(C3)C4=O)c2ccccc2n1C (configuration not stated)
-1,CCCc1nnc(NC(=O)c2cc(OC)cc(OC)c2)s1
-1.5,Cc1cc(N/C(=N\S(=O)(=O)c2ccc(Cl)cc2)c2ccc(F)cc2)no1
0.19,COc1cccc(C2CC(C(F)(F)F)n3ncc(C(=O)O)c3N2)c1 (configuration not stated)
-0.22,N=c1c(C(=O)NCc2ccccc2)cc2c(=O)n3ccccc3nc2n1CCCN1CCOCC1
0.6,CC/C(=N\NC(=O)Nc1ccccc1)c1ccccc1
-0.48,CN1C(=O)SC(Nc2ccccc2C(=O)O)C1=O (configuration not stated)
-0.08,CSc1ccc(CNCCCN(C)C)cc1
-0.27,O=S(=O)(NCc1ccco1)c1cccc(S(=O)(=O)N2CCCCC2)c1
-0.43,CC(C)C(OC(=O)c1cc2occc2n1C)C(=O)NCc1ccc2c(c1)OCO2 (configuration not stated)
1.9,COc1ccc(CCN2CNc3c(c(=O)n(C)c(=O)n3C)C2)cc1
0.12,CCC(=O)N1c2ccccc2NC2=C(C(=O)CCC2)C1c1cccnc1 (configuration not stated)
1.1,COc1ccc(NC(=O)CCCNS(=O)(=O)c2cccs2)cc1
-0.11,COc1cccc2cc(C(=O)N3CCc4ccccc4C3)c(=O)oc12
0.14,O=S(=O)(c1cnc[nH]1)N1CCc2ccccc21
0.14,COC(=O)c1sc2ccccc2c1NC(=O)c1ccc(S(=O)(=O)N2CCCC(C)C2)cc1 (configuration not stated)
0.46,COc1ccc(NC(=O)CCCN(C)S(=O)(=O)c2ccc(C)cc2)cc1
0.62,O=C(COC(=O)COc1ccccc1[N+](=O)[O-])NC1CCCC1
1.2,CCC(C)NC(=O)CNC(=O)Cn1c(C)cc2ccccc2c1=O (configuration not stated)
-2.8,CC(=O)N1C(=O)C2(C(C#N)=C(N)Oc3n[nH]c(-c4ccccn4)c32)c2ccccc21 (configuration not stated)
-0.44,O=S(=O)(c1ccc(Cl)cc1)N1CCN(c2ccc(N3CCOCC3)nn2)CC1
-0.95,CSc1nc(SCC(=O)NCc2ccco2)c2c3c(sc2n1)COC(C)(C)C3
0.32,Cc1ccc(S(=O)(=O)N(C)CC(=O)OCC(=O)N2CCN(c3ccccc3)CC2)cc1
-0.57,CCOC(=O)N1CCN(C(=O)CCCN2C(=O)CSc3nc(C)cc(C)c32)CC1
0.79,COc1ccc(/C=N/N=C/c2c[nH]c(=O)c(C#N)c2Nc2ccccc2)cc1
1.8,c1ccc(CNc2ccc3ccccc3n2)nc1
0.04,N#CCCNC(=O)Cn1c(COc2ccc(Cl)cc2)nc2ccccc21
0.74,O=C1OC(/C=C/c2ccc(Cl)cc2Cl)=NC/1=C\c1cccs1
-0.33,CC1CN(C(=O)N(C)C)CCN1C(=O)N(C)C (configuration not stated)
-0.09,Cn1c(=O)oc2cc(S(=O)(=O)NCCC(=O)NC3CCCC3)ccc21
-1.1,N=c1c(C(=O)NCc2ccc3c(c2)OCO3)cc2c(=O)n3ccccc3nc2n1Cc1cccnc1
0.71,CC1(C)Cc2ccccc2-c2nnc(-c3ccccc3)n21
-0.03,CCOC(=O)C1=C(O)CSC1=Nc1ccc(Cl)cc1
-0.45,CCOC(=O)Cc1csc(NC(=O)c2csc3c2CCCC3)n1
0.31,CCOc1ccc(C2CC(c3ccccc3)Nc3nc(N)nn32)cc1 (configuration not stated)
0.09,O=C1CSC(=S)N1c1cccnc1
0.89,O=C(N1CCCCC1)C12CC3CC(C1)CC(C(=O)N1CCCCC1)(C3)C2
-0.65,CC(C)(C)C(=O)Nc1ccccc1C(=O)NCc1ccco1
-0.49,CCCn1c(-c2cccs2)nc2ccccc21
-0.11,O=C(COc1ccc(Cl)cc1Cl)N1CCCCCC1
-0.46,CC(=O)N1CCc2cc(S(=O)(=O)NC(CC(C)C)C(=O)Nc3cc(C)ccn3)ccc21 (configuration not stated)
-0.71,COCCN(C(C)=O)c1nnc(-c2cnccn2)s1
0.72,COC(=O)Cn1c2c(c3cc(C)ccc31)CCCC2
0.44,Cn1cccc1-c1cc(C(=O)O)[nH]n1
-0.71,O=C(Nc1cccc(F)c1)c1ccccc1-c1ccccc1

Next entries:
PTK2B oligo ant,SMILES
-0.8,Cc1cccn2c(=O)c3cc(C(=O)NCC4CCCO4)c(=N)n(Cc4cccnc4)c3nc12 (configuration not stated)
0.5,C=CCNC(=S)N/N=C(\C)c1cccc(OC)c1
0.18,O=C(Oc1cccc(N2C(=O)CCC2=O)c1)C1CC(=O)N(c2ccc(F)cc2)C1 (configuration not stated)
-0.08,COc1ccc(CC(NC(C)=O)C(=O)NC2CCN(c3c4c(nc5ncnn35)CCC4)CC2)cc1 (configuration not stated)
0.53,COc1ccc(C2C(C(=O)O)c3ccccc3C(=O)N2C)cc1Br (configuration not stated)
-0.08,COC(=O)c1cn(NC(=O)C2CCCCC2)c(=O)c2ccccc12
-0.29,O=C(c1ccc2c(c1)OCO2)N(CC1CCCO1)C1(C(=O)NC2CCCC2)CCCCC1 (configuration not stated)
0.04,N/C(Cc1cccc2ccccc12)=N\OC(=O)c1cccs1
1.6,CN(C)CCCNC(=O)CC(c1ccc(F)cc1)c1ccco1 (configuration not stated)
1.4,COc1ccccc1CNCc1cc(OC)c(OC)cc1OC
-0.74,O=C(COc1ncnc2ccccc12)N1CCN(C(=O)c2ccco2)CC1
-0.76,CCOC(=O)/C(C#N)=C/c1ccc(OC(=O)c2ccco2)c(OCC)c1
0.07,CC(C)(C)c1ccc(-c2nnc(SCC(=O)O)n2N)cc1
0.16,COc1cccc(N2C(=O)Nc3ccccc3C2(O)C(=O)NCc2ccc3c(c2)OCO3)c1 (configuration not stated)
1.2,Cc1nnc(NC(=O)C2COc3ccccc3O2)s1 (configuration not stated)
1.1,COCc1cc(=O)n2[nH]c(C)cc2n1

3 compounds drawn at random from the list so far:
PTK2B oligo ant,SMILES
1.4,COc1ccccc1CNCc1cc(OC)c(OC)cc1OC
0.07,CC(C)(C)c1ccc(-c2nnc(SCC(=O)O)n2N)cc1
-0.76,CCOC(=O)/C(C#N)=C/c1ccc(OC(=O)c2ccco2)c(OCC)c1

Five compounds from above, arranged by SMILES length, low to high.
PTK2B oligo ant,SMILES
1.1,COCc1cc(=O)n2[nH]c(C)cc2n1
1.2,Cc1nnc(NC(=O)C2COc3ccccc3O2)s1 (configuration not stated)
1.4,COc1ccccc1CNCc1cc(OC)c(OC)cc1OC
0.07,CC(C)(C)c1ccc(-c2nnc(SCC(=O)O)n2N)cc1
0.16,COc1cccc(N2C(=O)Nc3ccccc3C2(O)C(=O)NCc2ccc3c(c2)OCO3)c1 (configuration not stated)

A stretch from further up, for reference:
PTK2B oligo ant,SMILES
1.6,CN(C)CCCNC(=O)CC(c1ccc(F)cc1)c1ccco1 (configuration not stated)
1.4,COc1ccccc1CNCc1cc(OC)c(OC)cc1OC

Other results follow.
PTK2B oligo ant,SMILES
1.2,O=C(Oc1ccc(Cl)c2cccnc12)N1CCCCC1
0.37,COc1ccc(CCNC(=O)CC2SC(=NCCC(C)C)NC2=O)cc1OC (configuration not stated)
1.7,CCn1c(/C=C/N(C(C)=O)c2ccccc2)[n+](CC)c2ccc(Cl)cc21
-0.07,O=C(NCc1ccco1)c1csc2c1CCCCC2
-2.1,COc1ccccc1NC(=O)Cn1nnc(-c2ccccc2NS(=O)(=O)c2ccccc2)n1
0.01,O=C(CN1CCN(C2CCCCC2)CC1)Nc1ccccc1N1CCCCC1
0.06,CCCCCCn1c(N2CCN(c3ccccc3)CC2)nc2c1c(=O)[nH]c(=O)n2C
1,CCN(CC)S(=O)(=O)c1ccc2c(c1)c(=O)c(C(=O)NCCN(C)CCc1ccccc1)cn2C

Some values from the list.
For PTK2B oligo ant, `CCN(CC)S(=O)(=O)c1ccc2c(c1)c(=O)c(C(=O)NCCN(C)CCc1ccccc1)cn2C` is listed with 1
For PTK2B oligo ant, `COc1ccccc1NC(=O)Cn1nnc(-c2ccccc2NS(=O)(=O)c2ccccc2)n1` is listed with -2.1
For PTK2B oligo ant, `CCCCCCn1c(N2CCN(c3ccccc3)CC2)nc2c1c(=O)[nH]c(=O)n2C` is listed with 0.06

The listing continues:
PTK2B oligo ant,SMILES
-2.4,OC1CCN(c2c3c(nc4cc(-c5cccc(F)c5)nn24)CCCC3)CC1
0.58,CCN(Cc1ccccc1)C(=S)Nc1cc(C(=O)OC)ccc1C(=O)OC
-0.83,NC(=S)N=Nc1c(O)n(Cc2ccccc2)c2ccccc12
2.5,Cc1cc(C)c(C(=O)COC(=O)CCNS(=O)(=O)c2c(Cl)cccc2Cl)cc1C
1.2,CC(C)c1c(O)nc(SCC(=O)Nc2ccc3c(c2)CCC3)[nH]c1=O
0.6,c1ccc(Cn2ccnc2-c2ccco2)cc1
0.73,O=C(NCc1cccnc1)Nc1cccc(NC(=O)NCc2cccnc2)c1
-1,N#Cc1c(N)n(CCNC(=O)c2cccs2)c2nc3ccccc3nc12
-2.2,O=S(=O)(Nc1ccc(O)c(Sc2nc3ccccc3s2)c1)c1cccc2ccccc12
0.42,CC1=C(C#N)C(C)C2=C(CC(C)(C)CC2=O)N1 (configuration not stated)
-0.24,O=C(O)CC(C(=O)O)n1nc(-c2ccccc2)cc1-c1ccccc1 (configuration not stated)
-0.15,O=C(CCCSc1nc2ccccc2[nH]1)NCc1ccccc1
-0.37,c1coc(-c2nc3nc4ccccc4nc3n2-c2ccc3c(c2)OCCO3)c1
-0.15,CCN1CCN(c2nc(N)c([N+](=O)[O-])c(Nc3cccc(C)c3)n2)CC1
-0.48,C1=CC2CCC1ON2c1ccccc1 (configuration not stated)
-0.36,Cc1cccc(N2C(=O)CCC2=O)n1
0.94,CCOC(=O)N1CCN(c2c(-c3ccc(C)cc3)c(=O)c2=O)CC1
-1.6,COc1cccc(C2(c3cccc(OC)c3)CC2C(=O)Nc2ccc(F)cc2)c1 (configuration not stated)
-0.8,COc1cc2c(cc1OC)C1=NC(=O)CN1C(SCc1ccccc1)=N2
1.4,Cc1ccc2nc(Cl)c(/C=N/Nc3nc(C)cc(C)n3)c(=O)n2c1
-0.31,CC(=O)NC1(c2ccccc2)CCN(Cc2nnnn2C(C)(C)C)CC1
-1.9,COc1cc(CSc2nnnn2-c2ccc(C)cc2)cc(OC)c1OC
-0.09,O=C(c1cc2ccccc2[nH]1)N1CCOCC1
0.99,O=C(c1noc2c1CCCCC2)N1CCOCC1
0.26,CCOc1ccc(OCCCCN(C)C)cc1
-0.04,O=C(NC1=NCCS1)c1csc2ccccc12
0.48,COc1ccc(NC(=O)c2cc(-c3ccccc3)nc3c2c(C)nn3-c2ccccc2)c(OC)c1
-0.04,COc1cccc(CNC(=O)CCS(=O)(=O)c2cccc3nonc23)c1
-0.49,COc1ccc(C)cc1N(C(=O)COc1ccccc1)c1nc2ccccc2s1
-0.09,Cc1cc2c(c(=O)o1)C1(C(=O)N(C)c3ccccc31)C(C#N)=C(N)O2 (configuration not stated)
1.7,CCn1ncc(C2=NOC(C(=O)Nc3ccc4c(c3)OCO4)C2)c1C (configuration not stated)
-1.1,Cn1cccc1/C=C1\SC(=S)N(CC(=O)O)C1=O
-0.03,O=CN1CCN(C2CC(=O)N(c3ccc(Br)cc3)C2=O)CC1 (configuration not stated)
2.2,COc1cc(OC)nc(N/N=C(\c2ccccc2)c2ccncc2)n1
0.79,CC(=O)Oc1ccc(C(=O)[C@H]2[C@H]3C(=O)N(c4cccc5ccccc45)C(=O)[C@H]3[C@@H]3C=CC=NN32)cc1
-3.4*,FC(F)C(F)(F)C(F)(F)C(F)(F)c1cc(-c2ccccc2)n[nH]1
-0.08,Cc1ccc(CN(c2ccc(C(=O)N3CCOCC3)cc2)S(C)(=O)=O)cc1
0.01,C/C(=N\NC(=O)CCCOc1ccc(Cl)cc1C)c1ccc(C)o1
-0.92,c1ccc(Cc2nn[nH]n2)cc1
-0.24,S=C(Nc1ccccc1Cl)N(CCCN1CCOCC1)Cc1ccco1
1.1,O=C(CSc1nc2cc(Cl)ccc2s1)c1ccco1
-2.2,Cc1ccc(S(=O)(=O)Nc2ccccc2C(=O)Nc2nc(-c3ccc(F)cc3)cs2)cc1
-0.33,CC1CC(C)CN(S(=O)(=O)c2ccc(Oc3ccc([N+](=O)[O-])cc3)cc2)C1 (configuration not stated)
0.53,CCC1Oc2ccccc2N(CC(=O)NCCCN2CCN(Cc3ccccc3)CC2)C1=O (configuration not stated)
0.74,COc1ccc(OC)c(C(c2nnnn2Cc2ccccc2)N2CCN(C3CCCCC3)CC2)c1 (configuration not stated)
0.92,O=[N+]([O-])c1ccc(/C=N/NS(=O)(=O)c2ccc(Cl)cc2)o1
0.31,O=C(CCCn1ncn2c(cc3occc32)c1=O)N1CCc2ccccc2C1
2.5,O=C(NC(=S)NC1CCSC1=O)c1ccccc1F (configuration not stated)
-0.12,O=C(COc1ccccc1)N1CCN(C(=O)c2cccc(F)c2)CC1
-0.73,COc1cccc(-n2nc(C(=O)O)c3ccccc3c2=O)c1

Assay outcomes deposited in PubChem BioAssay by Sanford-Burnham Center for Chemical Genomics.
